# Screening results deposited in PubChem BioAssay by Broad Institute.
# PAX8 reporter = inhibitors of PAX8 transcriptional activity in RMG-I cells | hit rate 1.2% among 360,000 | inhibition, % at 12.6 µM | RMG-I TPO-luciferase reporter, SteadyGlo, 24 h | AID 652154;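 active = mean replicate inhibition at least 60% with every replicate also reaching 60%; inconclusive = only one of the two criteria is met; inactive = mean below 60% and not all replicates reaching 60%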;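 also: luciferase light reporting Pax8 driven TPO promoter activity; plate controls were median of neutral control wells for no effect and mitoxantrone controls for full effect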
# LGR2 inh = Drosophila LGR2 receptor signaling inhibition; hit rate 0.35% among 380,000; inhibition, % at 9.99 µM; HEK293 LGR2, CRE-luciferase, bursicon-stimulated, 4 h;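 active = drop in luminescence signal, shown as inhibition above about 50% in the replicate tests, limit read from the data, passing the limit was not always enough; inconclusive = probably only some replicates passing the limit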;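 also: agonist challenge used bursicon conditioned medium at about half maximal strength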
# EWS-Fli block = inhibitors of EWS/Fli oncoprotein transcriptional activity; A673 NR0B1-luciferase reporter, viability-normalised; hit rate 0.67% among 350,000; inhibition, % at 12.6 µM;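 active = mean inhibition of at least 50% after viability correction, with every replicate also passing that limit; inconclusive = mean reaches 50% but only one of two replicates passes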;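 also: firefly luciferase signal divided by Alamar Blue viability fluorescence both relative to DMSO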
# CASP6 VEID inh = blocks human caspase-6 cleavage activity; inhibition, % at 12.5 µM; purified caspase-6, Z-VEID-R110 cleavage fluorescence; AID 686996; P55212; hit rate 0.53% among 350,000;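 active = mean inhibition across replicates at least about 35%, with every replicate also reaching that limit, limit read from the data; inconclusive = only one of the two criteria met; inactive = neither criterion met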;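 also: 0% = median of neutral control wells and 100% = no fluorescence left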
# Target sequence (P55212 24-179 limits assumed): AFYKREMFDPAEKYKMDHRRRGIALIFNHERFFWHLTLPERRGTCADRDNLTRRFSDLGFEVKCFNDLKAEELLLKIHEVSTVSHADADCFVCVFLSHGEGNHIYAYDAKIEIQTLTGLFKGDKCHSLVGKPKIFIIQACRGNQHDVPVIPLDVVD
# Target sequence (P55212 194-293 limits assumed): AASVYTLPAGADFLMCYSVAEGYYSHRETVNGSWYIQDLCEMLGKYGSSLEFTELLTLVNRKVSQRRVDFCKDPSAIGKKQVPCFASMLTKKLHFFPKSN
# DENV2 CPE rescue = DENV2-induced cell death inhibition. DENV2-infected cells, cytopathic effect rescue, plate reader. CPE inhibition, % at 9.99 µM. hit rate 1.7% among 350,000. AID 651640; in the data active = CPE inhibition above about 20%, passing the limit was not always enough; inconclusive = no clear call, values can overlap the other calls; tested in BHK-21 cells;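 also: 0% = median of neutral control wells and 100% = median of positive control wells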
# SIRT5 inh = inhibitors of human sirtuin-5 desuccinylase; Purified SirT5, succinyl-peptide AMC, trypsin-coupled fluorescence; inhibition, % at 15 µM; hit rate 1.1% among 330,000; in the data active = inhibition above about 15%; inconclusive = no clear call, values can overlap the other calls
# Target sequence (Q9NXA8 whole entry, looked up): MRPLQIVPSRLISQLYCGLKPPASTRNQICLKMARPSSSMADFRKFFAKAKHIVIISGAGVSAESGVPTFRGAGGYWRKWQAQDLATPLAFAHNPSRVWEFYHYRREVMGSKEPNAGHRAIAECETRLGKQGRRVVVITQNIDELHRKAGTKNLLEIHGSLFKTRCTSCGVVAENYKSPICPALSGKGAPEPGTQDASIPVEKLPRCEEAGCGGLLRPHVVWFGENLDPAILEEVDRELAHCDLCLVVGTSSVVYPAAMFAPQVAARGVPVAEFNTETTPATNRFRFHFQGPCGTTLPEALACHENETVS
# ARNT-TACC3 inh = disruptors of human ARNT/TACC3 interaction. Q9Y6A5. AlphaScreen His-ARNT PAS-B/GST-TACC3 binding, luminescence; TACC3 fragment carries E629A point mutation. inhibition, % at 9.99 µM. hit rate 0.66% among 390,000;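 active = mean inhibition of replicates at least 50% and at least half of replicates each reaching 50%; inconclusive = half or more replicates reach 50% but mean below 50%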;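 also: 0% = complete ARNT plus TACC3 wells and 100% = ARNT alone without TACC3; many hits fall short of the cut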
# The depositor's hits bear a star; ? = inconclusive; . = no result given. No enrichment for hits. About 4.9% of those tested had a hit in this group.
# Results follow in this order: PAX8 reporter, LGR2 inh, EWS-Fli block, CASP6 VEID inh, DENV2 CPE rescue, SIRT5 inh, ARNT-TACC3 inh
- Cc1ccc(C)c(NC(=S)N2CCC(N(C)CC3CCCO3)CC2)c1 (stereo not given)
    ., 0, -15, -12, 8, 14, 8
- C[C@H]1CN([C@@H](C)CO)C(=O)c2cc(C3=CCCC3)cnc2O[C@@H]1CN(C)C(=O)Nc1ccc(C(F)(F)F)cc1
    ., 24, 15, 1, -2, 1, 5
- C[C@@H]1CN([C@H](C)CO)C(=O)c2cc(NC(=O)NC3CCCCC3)ccc2O[C@@H](C)CCCCO[C@H]1CN(C)S(=O)(=O)c1cccs1
    11, 25, 17, ., 6, ., 16
- N#Cc1cccc(-c2ccc3c(c2)[C@@H]2[C@@H](CCN2S(=O)(=O)c2ccc(F)cc2)[C@H](CO)N3)c1
    27, 10, 2, 26, 8, 5, 11
- Cc1cc(C)c(/C([O-])=C(/C(=S)Nc2ccc(SC(F)F)cc2)[n+]2ccccc2)cc1C
    20, -21, 4, -2, 2, 0, -1
- Clc1ccc(Nc2ccccc2)nn1
    2, -12, 3, 2, 5, 1, -8
- CC(C)NOC(=O)c1ccc(Cl)cc1
    3, 20, ., ., ., ., -1
- CN1CCN(CCCNC(=O)c2nnc(Cc3c(F)cccc3Cl)o2)CC1
    ., -15, -10, -36, 0, -4, -2
- O=C(Nc1nccs1)c1csc([C@H]2C[C@H](O)[C@@H](CO)O2)n1
    -155, -21, -54, 1, 3, 2, .
- CCCOc1ccc(NC(=O)C2CC(=O)N/C(=N/N=C(\C)CCc3ccc4c(c3)OCO4)S2)cc1 (stereo not given)
    -2, 42, ., ., ., ., -5
- O=C(COC(=O)COc1ccccc1)Nc1cccnc1Cl
    -13, -12, -9, 2, 6, 7, -7
- N#CCCN(C(=O)COC(=O)CCNS(=O)(=O)c1ccccc1)c1ccccc1
    3, 16, 8, -1, 7, 0, .
- COc1cccc(S(=O)(=O)N[C@@H]2CC[C@@H](CCn3cc(-c4ccccc4)nn3)O[C@@H]2CO)c1
    9, 15, 5, -2, -4, 4, 13
- CCC1(CC)C(=O)C2=C3C1[C@H](C(=O)OC)C=C(C(=O)OC)C[C@H]3[C@H]1C(=O)N(Cc3ccccc3)C(=O)[C@H]1[C@H]2C (stereo not given in full)
    12, 12, 2, 1, 6, ., .
- C[C@@H]1CCCCO[C@@H](CN(C)Cc2ccc(Cl)c(Cl)c2)[C@@H](C)CN([C@H](C)CO)C(=O)c2cc(NC(=O)CCCCCC(=O)Nc3ccccc3N)ccc2O1
    52, 13, -11, 1, -11, 24*, .
- Cc1cc(C(=O)CCC(=O)Nc2ccc(S(N)(=O)=O)cc2)c(C)s1
    -2, -4, 8, -5, 0, -9, 2
- CC(=O)OCC(=O)[C@@]1(O)CCC2C3CCC4=CC(=O)CCC4(C)C3C(=O)CC21C (stereo not given in full)
    -5, 9, 10, 0, -2, -6, -4
- O=C(CCS(=O)(=O)c1ccc(Br)s1)Nc1ccccc1Br
    -17, -3, -5, 15, 19, -8, -8
- Cc1noc(C)c1NC(=O)N(C)C[C@@H]1Oc2ccc(N(C)C)cc2C(=O)N([C@H](C)CO)C[C@@H]1C
    -2, 10, 3, 0, -1, -2, 8
- COc1ccccc1CNC(=O)CN(c1ccc(C)cc1)S(=O)(=O)c1c(C)n[nH]c1C
    22, -7, ., 1, ., -1, .

# With a hit mark in SIRT5 inh, among the entries above:
structure	LGR2 inh	CASP6 VEID inh	SIRT5 inh	ARNT-TACC3 inh
C[C@@H]1CCCCO[C@@H](CN(C)Cc2ccc(Cl)c(Cl)c2)[C@@H](C)CN([C@H](C)CO)C(=O)c2cc(NC(=O)CCCCCC(=O)Nc3ccccc3N)ccc2O1	13	1	24*	.

# More results.
# Results follow in this order: PAX8 reporter, LGR2 inh, EWS-Fli block, CASP6 VEID inh, DENV2 CPE rescue, SIRT5 inh, ARNT-TACC3 inh
- C=CCOc1ccc(/C=C/C(=O)OCc2csc(CC(=O)Nc3ccccc3C)n2)cc1
    2, ., -7, -2, -2, -1, 0
- Cc1cccc(/C(N)=N/OC(=O)c2cccnc2)c1
    -101, -62, -47, -2, 10, 1, -14
- CCOc1nc(NCCO)nc(Nc2ccc([N+](=O)[O-])cc2)n1
    7, -15, 8, 0, 9, -4, 2
- O=C1NC(=S)S/C1=C\c1cc(Cl)ccc1Cl
    -73, -23, -12, 4, 2, 6, -9
- C(=C\c1ccccc1)/CNCC1CCCO1 (stereo not given)
    10, -1, -8, -1, -2, 0, 0
- COCCCn1c(=O)c2ccccc2n(Cc2ccccc2)c1=O
    -7, -15, -3, -2, 5, -2, 0
- Cc1ccc(-c2csc(N(CC3CCCO3)C(=O)c3ccco3)n2)cc1 (stereo not given)
    -65, 15, ., ., ., ., 10
- COc1ccc(CC(=O)Nc2nc(-c3ccncc3)cs2)cc1
    -9, 27, 3, -3, -1, -6, -12
- Cc1ccc(S(=O)(=O)N(C)C[C@@H]2OCCCC[C@H](C)Oc3ccc(NS(C)(=O)=O)cc3C(=O)N([C@H](C)CO)C[C@H]2C)cc1
    -19, -8, -10, -2, -7, 3, 7
- CN1C(=O)c2cc(NC(=O)C3CC3)ccc2OC[C@@H]2O[C@@H](CC(=O)O)CC[C@@H]21
    ., 14, 9, ., 6, ., .
- O=C(CCS(=O)(=O)c1ccc(F)cc1)N1CCOCC1
    -38, -2, -26, -5, 10, -4, -6
- COc1ccc(CNC(=O)COC(=O)c2ccc(C)c(S(=O)(=O)N3CCOCC3)c2)cc1
    -21, 2, 5, 3, ?, -1, -3
- C[C@H]1CN([C@@H](C)CO)C(=O)c2cc(NS(=O)(=O)c3cccs3)ccc2O[C@H]1CN(C)C(=O)Nc1ccc(F)cc1
    ., 7, -4, 1, 4, 1, 3
- CCCc1c(C(=O)NNc2ccc(C)cc2)cnn1-c1ccccc1
    -50, ., 10, -1, -4, -3, -3
- CCOC(=O)[C@]12CCCC=C1N(Cc1ccc3c(c1)OCO3)C(=O)[C@H](CC(=O)N1CCCCC1)C2
    -10, 6, 0, 1, 18, -1, .
- C[C@H](CO)N1C[C@H](C)[C@H](CN(C)Cc2ccccc2)OCCCC[C@H](C)Oc2ccc(NC(=O)Nc3ccc4c(c3)OCO4)cc2C1=O
    3, 11, 5, 3, 3, 3, 11
- Cc1ccc(S(=O)(=O)N2CCN(CC(=O)Nc3ccc([N+](=O)[O-])cc3)CC2)cc1C
    4, -8, ., ., ., ., 1
- COc1ccc(S(=O)(=O)Nc2ccc3c(c2)C(=O)N([C@H](C)CO)C[C@H](C)[C@H](CN(C)Cc2ccncc2)O3)cc1
    -4, 41, 3, 2, 9, -3, -4
- Cc1ccc(CSc2nnc(SCC(=O)N/N=C/C=C/c3ccco3)s2)cc1
    -19, -28, ., ., ., ., -7
- O=C(NCc1ccc(F)cc1)c1cccnc1
    -4, 1, 4, 0, 4, -3, -2
- C[C@H](CO)N1C[C@H](C)[C@H](CN(C)S(=O)(=O)c2ccc(F)cc2)Oc2ccc(N(C)C)cc2C1=O
    1, 25, -5, 2, -2, 0, 10
- CCCC1CC(C)(C(=O)Cn2[nH]c(=O)ccc2=O)OC1=O (stereo not given)
    39, 0, -1, 0, -2, 0, .
- COc1cccc(-c2cccc(NC(=O)C3CCN(Cc4ccon4)CC3)c2)c1
    9, 0, -1, ., -10, -1, -3
- O=C(C[C@H]1C[C@@H]2c3cc(NC(=O)CC4CC4)ccc3O[C@@H]2[C@@H](CO)O1)NCC1CC1
    13, -6, 0, 3, -3, -1, 2
- CCCCOc1ccccc1C1NC(=O)NC(C)=C1C(=O)OCc1ccco1 (stereo not given)
    ., 7, 7, 0, -2, -3, -19
- CC1CC(C)CN(C(=O)CN(C)S(=O)(=O)c2ccc3c(c2)c(=O)n(C)c(=O)n3C)C1 (stereo not given)
    18, -4, 0, 0, ?, -1, -3
- O=S(=O)(c1cccs1)N1CCN(CC(O)COC2CCCc3ccccc32)CC1 (stereo not given)
    ., -7, ., -2, ., -1, .
- CCOc1ccc(S(=O)(=O)N2CCN(C(=O)c3ccc(-n4cncn4)c([N+](=O)[O-])c3)CC2)cc1
    4, 6, 2, -4, 9, -1, 4
- COc1ccc(NC(=O)N2CC(=O)N3[C@H](C2)[C@H](c2ccc(Br)cc2)[C@@H]3CO)cc1
    ., 6, -7, 1, -7, 0, .
- CN1CCN(C(=O)C[C@@H]2CC[C@H]3[C@@H](COC[C@@H](O)CN3C(=O)Nc3ccc(F)cc3)O2)CC1
    -11, -8, -8, 0, 1, 2, 1
- O=C(N/N=C/c1ccco1)c1cc(Br)ccc1OCc1ccccc1
    23, -4, 12, 2, 6, -3, -22
- Cc1cnc(NC(=O)c2sc(Nc3ccccc3)nc2N)o1
    -64, -11, -77, 0, ?, 1, 11
- O=C(CSc1nc2ccccc2c(=O)n1CCCN1CCOCC1)Nc1ccccc1OC(F)F
    6, -7, -9, 1, -2, 2, -3
- C=CCN(CC=C)c1cnn(-c2nc3ccccc3[nH]2)c(=O)c1Cl
    ., -50, ., 0, ., 0, 2
- COc1cc(SC)ccc1C(=O)Nc1ccncc1
    -44, -4, -30, -4, 8, -3, -6
- Cc1ccc(S(=O)(=O)N2[C@@H](CO)CO[C@H]2CC(=O)OCc2ccccc2)cc1
    -2, ?, 2, 2, 4, -3, .
- COc1ccccc1CN1CCN(C(=O)c2ccco2)CC1
    -22, -13, -7, -3, 13, -2, .
- O=C(CSc1nc2ccccc2s1)Nc1ccc2c(c1)oc1ccccc12
    14, -17, ., ., ., ., -7
- C[C@H]1CN([C@@H](C)CO)C(=O)CCCn2nncc2CO[C@@H]1CN(C)C(=O)Nc1ccc2c(c1)OCCO2
    ., 2, -47, 3, -3, -3, -1
- COCc1nc2ccccc2n1Cc1ccccc1C
    3, -4, 2, 0, -2, 38*, .
- CCN(CC)S(=O)(=O)c1ccc(Cl)c(NC(=O)COC(=O)/C=C/c2ccc(O)c(OC)c2)c1
    5, 17, 4, 0, -9, -10, -2
- CCc1nnc(NC(=O)COC(=O)c2cc(OC)cc(OC)c2)s1
    ., -3, 9, 1, -3, -3, -5
- Cc1ccc(S(=O)(=O)N2[C@@H](c3ccc(F)cc3)C(C(=O)O)=CC[C@H]2c2ccc(Cl)cc2)cc1
    -3, 11, -2, 7, 2, 3, -2
- O=C(Nc1ccc(Cl)c(Cl)c1)c1ccccc1
    -27, -31, -59, 2, -7, ., 6
- O=C(NNc1nc(=O)c2cccnc2s1)c1ccccc1O
    34, -14, 4, 10, 1, -1, 31
- CCOc1ccccc1N(CC(=O)NC(C)(C)C)C(=O)CCC(=O)Nc1nccs1
    -12, -5, 21, 17, 3, 2, -23
- O=C(NCC(=O)N1CCN(c2ccccc2O)CC1)c1ccccc1
    -55, -21, -27, 0, 3, ., -15
- COc1ccc(C(=O)N2C[C@@H]3[C@H](c4ccccc42)[C@@H](CO)N3Cc2ccccc2)cc1
    8, -9, 5, -2, -4, 12, -1
- CC1CCCCN1C(=O)CSCC(=O)Nc1nc(-c2cccs2)cs1 (stereo not given)
    -17, 4, -8, 0, 2, -3, 0
- COc1ccccc1Cn1c(=S)[nH]c2ccc(F)cc2c1=O
    25, -1, 7, 0, -3, -2, -6
- COc1cccc(CNC(=O)CCNC(=O)c2ccco2)c1
    1, -6, -1, 1, -4, -1, -4
- CCCc1cc(C(=O)NNC(=S)NCC)c2ccccc2n1
    -12, 9, ., ., ., ., -4
- COc1ccccc1-c1cn(CC[C@H]2CC[C@@H](NC(=O)Cc3ccccn3)[C@@H](CO)O2)nn1
    -2, 2, -9, -8, ?, 2, -5
- OC(c1ccccc1)(c1nc(-c2cccc(F)c2)cs1)C(F)(F)F (stereo not given)
    -1, 4, 3, 6, -10, ., .
- CC(NC(=O)CCCn1cc([N+](=O)[O-])cn1)c1ccccc1 (stereo not given)
    1, -8, 6, -1, 4, -2, -1
- O=C(Cc1ccccn1)N[C@H]1CC[C@H](CCn2cc(-c3ccccc3)nn2)O[C@H]1CO
    2, -19, 1, -4, 1, -1, -9
- C/C=C/c1cnc2c(c1)C(=O)N([C@H](C)CO)C[C@H](C)[C@H](CN(C)Cc1ccncc1)O2
    ., -36, -10, 1, -2, -5, -5
- CC(=O)Nc1cccc(/C(C)=N/N2C(C)CCCC2C)c1 (stereo not given)
    0, 1, -9, -2, 2, -3, 32
